High-throughput results from PubChem.
CHOP UPR activ = activators of apoptotic arm of unfolded protein response (CHOP); CHO-CHOP luciferase reporter, UPR activation, luminescence; percent of tunicamycin response over DMSO baseline; activation, % at 10 µM; 0.34% of 330,000 active;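 active = at 10 µM dose, activation of 40% or more, normalized to positive control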;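 note: 100% = tunicamycin at 10 µg/mL and 0% = DMSO alone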
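System: CHO-CHOP luciferase reporter cell line; amount: 500 cells/well; buffer or medium: F12 medium containing 10% fetal bovine serum; incubation: 6 h compound exposure at 37 °C after overnight seeding; measured by: luciferase luminescence after 10 min with Steady-Glo reagent; evaluation: % reporter activation, DMSO baseline versus tunicamycin full activation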
NR3A LBD binder = modulators (binders) of human NR3A ligand-binding domain; NR3A LBD differential scanning fluorimetry, Tm shift; 0% = protein alone, 100% = glycine-bound protein; Tm shift relative to glycine control, % at 25 µM; 2.5% of 340,000 active;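 active = melting temperature shift of at least 10% of the positive control shift, at one fixed dose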
NLRP3 yeast inh = inhibitors of NALP3 inflammasome in yeast; Yeast reconstituted NLRP3/ASC/caspase-1, beta-gal luminescence, 24 h; inhibition, % at 10 µM; 0.39% of 330,000 active;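 active = inhibition of 50% or more; inactive = inhibition below 50%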;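 note: plate controls were induced DMSO wells for no effect and uninduced yeast grown without galactose for full effect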
TIM10 inh = growth inhibitors of TIM10 yeast strain | 1.4% of 330,000 active | S. cerevisiae TIM10 strain growth, BacTiter-Glo luminescence, 24 h | inhibition, % at 10 µM;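 active = inhibition of 40% or more at the single tested concentration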;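 note: wild-type TIM10 isogenic control strain grown at permissive 25 °C; 0% = DMSO yeast wells and 100% = minimal medium wells without yeast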
XBP1 UPR activ = activators of adaptive arm of unfolded protein response (XBP1) | 0.33% of 330,000 active | CHO-XBP1 luciferase reporter, IRE1-XBP1 UPR activation, luminescence; percent of tunicamycin response, DMSO as zero | activation, % at 20 µM;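 active = versus positive control, 20 µM dose yields 30% or more activation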;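 note: 100% = tunicamycin at 10 µg/mL and 0% = DMSO only wells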
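assay system = CHO-XBP1 luciferase reporter cells | amount = 1000 cells/well | buffer or medium = F12 plus 10% FBS | compound dosing = single point, 20 µM final compound, 1% DMSO | incubation = 16-18 h cell attachment at 37 °C, then 6 h compound exposure | detection = Steady-Glo luminescence read | controls = tunicamycin 10 µg/mL and vehicle-only wells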
APJ agonist = activates the human apelin receptor APJ; CHO-K1 APJ PathHunter beta-arrestin, luminescence; 0% DMSO wells, 100% apelin; activation, % at 20 µM; 0.11% of 330,000 active;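 active = activation more than six SD over the plate average, tested at 20 µM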;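 note: 0% = DMSO alone and 100% = apelin-13 at 10 nM; some results filed as inactive read as strong as hits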
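system = engineered CHO-K1 APJ arrestin reporter cells | input = 1000 cells per well | timing = overnight seeding, 90 min compound at 25 °C, 1 h detection | measured by = enzyme-fragment complementation luminescence | read-out = beta-arrestin recruitment to APJ as agonist activity, luminescent signal | control set = negative DMSO alone, positive Apelin-13 at 10 nM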
tim23-1 inh = inhibits growth of tim23-1 mutant yeast | AID 463212 | S. cerevisiae tim23-1 growth, BacTiter-Glo luminescence, 24 h | inhibition, % at 20 µM | 1.3% of 330,000 active;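 active = growth inhibition of the mutant yeast at or above 50%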;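 note: temperature-sensitive mutant grown at 25 °C; plate controls were DMSO-treated mutant yeast for no effect and medium wells lacking yeast for full effect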
Mdm2-MdmX inh = inhibitors of human Mdm2/MdmX interaction | O15151+Q00987 | SaOS-2 split-luciferase Mdm2/MdmX complementation, luminescence | inhibition, % at 8 µM | 3% of 330,000 active | AID 485346;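 active = inhibition of at least 50% at 8 µM in the primary screen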
Target sequence (O15151 whole entry, looked up): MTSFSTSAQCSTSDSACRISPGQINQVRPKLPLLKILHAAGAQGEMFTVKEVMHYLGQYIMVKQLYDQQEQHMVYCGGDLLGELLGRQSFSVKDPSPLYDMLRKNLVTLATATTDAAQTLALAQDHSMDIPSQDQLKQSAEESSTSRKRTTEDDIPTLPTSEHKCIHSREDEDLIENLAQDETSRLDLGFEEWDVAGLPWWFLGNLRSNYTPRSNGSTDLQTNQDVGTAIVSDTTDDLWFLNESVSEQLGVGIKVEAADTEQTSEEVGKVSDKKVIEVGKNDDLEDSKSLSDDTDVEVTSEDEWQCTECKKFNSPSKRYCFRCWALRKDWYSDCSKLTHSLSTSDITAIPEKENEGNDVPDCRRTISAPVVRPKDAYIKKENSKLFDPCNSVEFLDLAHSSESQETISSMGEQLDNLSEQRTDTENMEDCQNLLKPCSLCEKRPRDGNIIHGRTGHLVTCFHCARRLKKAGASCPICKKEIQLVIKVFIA
Target sequence (Q00987 whole entry, looked up): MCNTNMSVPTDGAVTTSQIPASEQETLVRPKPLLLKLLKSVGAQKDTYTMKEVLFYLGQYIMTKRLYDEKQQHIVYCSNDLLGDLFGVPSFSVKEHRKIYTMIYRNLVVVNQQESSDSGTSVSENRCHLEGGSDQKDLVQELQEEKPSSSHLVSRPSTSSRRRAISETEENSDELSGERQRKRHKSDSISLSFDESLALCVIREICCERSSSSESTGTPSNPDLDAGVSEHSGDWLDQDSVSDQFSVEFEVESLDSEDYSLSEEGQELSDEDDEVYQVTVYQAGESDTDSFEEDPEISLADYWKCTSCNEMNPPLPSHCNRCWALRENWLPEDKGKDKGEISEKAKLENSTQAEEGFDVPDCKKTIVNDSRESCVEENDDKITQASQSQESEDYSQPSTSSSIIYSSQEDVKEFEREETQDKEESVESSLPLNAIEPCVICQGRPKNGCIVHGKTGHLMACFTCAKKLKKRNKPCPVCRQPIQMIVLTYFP
tim10-1 inh = growth inhibitors of tim10-1 mutant yeast | S. cerevisiae tim10-1 ts strain growth, BacTiter-Glo, 24 h | inhibition, % at 20 µM | 2.2% of 330,000 active;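 active = inhibition of at least 40%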;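 note: mutant grown at 25 °C; 0% = DMSO wells with yeast and 100% = wells holding no yeast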
* marks the source's active call; other numbers are inactive results.

SMILES	CHOP UPR activ	NR3A LBD binder	NLRP3 yeast inh	TIM10 inh	XBP1 UPR activ	APJ agonist	tim23-1 inh	Mdm2-MdmX inh	tim10-1 inh
CN(C)c1ccc(-c2nc3ccccc3n2C)cc1	-7.4	-3	35	30	-9	-2	15	-55	5
O=C(O)[C@@H]1CCCN1C(=O)c1ccco1	0.1	-4	17	0	2	0	10	15	5
COCCn1c(SCC(=O)Nc2ccc(C)cc2)nc2c(oc3ccccc32)c1=O	-0.1	0	-1	-25	2	7	-7	3	-1
Cc1cc(C)c(C#N)c(SCc2ccccc2C(=O)O)n1	1.2	1	8	7	2	-3	-3	2	6
COc1ccccc1N1CCN(C(CNS(=O)(=O)c2cccs2)c2cccnc2)CC1 (stereo not given)	-0.7	0	-2	11	1	-3	-4	24	6
COC(=O)C1CCN(C(c2cc(OC)c(OC)c(OC)c2)c2sc3nc(C)nn3c2O)CC1 (stereo not given)	-1.2	-1	6	0	-1	-2	3	-35	-11
CCOC(=O)[C@@H]1[C@H]2COc3cc(OC)ccc3[C@@H]2N2C(=O)N(c3ccc(C)cc3)C(=O)[C@]12C	0.1	-2	20	3	1	-5	29	26	21
O=C(Nc1cc(Cl)cc(Cl)c1)c1ccc(Cn2c(=O)[nH]c3ccsc3c2=O)cc1	-0.5	-2	-5	-3	-2	-1	2	15	5
CCOc1ccccc1CN1C(=O)c2ccccc2C1C(=O)NC(C)CC (stereo not given)	0.4	1	-7	4	2	2	9	0	12
CCOC(=O)c1c(C)nc2c(c1-c1cc(OC)ccc1OC)C(=O)c1ccccc1-2	-1.1	1	17	3	6	-3	-7	22	11
C/C(=N/n1cnnc1)c1cccnc1	3.4	-2	14	6	-1	-2	7	-15	9
CCN1CCN(C(=O)c2cc3cc(Cl)ccc3[nH]2)CC1	0.6	-5	11	6	7	-5	5	-2	4
CCOC(=O)c1c(-c2ccccc2)csc1NC(=O)CSc1nc(C)cc(C)n1	-1.4	0	12	28	3	-5	20	17	11
COc1ccc([N+](=O)[O-])cc1N(CC(O)CN(C)C)S(=O)(=O)c1ccc(C)cc1 (stereo not given)	-1.0	-1	4	-9	-2	-3	-3	14	5
CC(=O)NCCNc1nc2c(-c3ccccc3)nnn2c2ccccc12	0.3	0	11	-4	8	-1	3	-23	14
O=C(Oc1ccc(OC(=O)c2ccco2)c(S(=O)(=O)c2ccc(Cl)cc2)c1)c1ccco1	-1.7	-1	6	49*	1	6	32	20	25
CCOc1cc(/C=N/N=C/c2ccc(O)c(OCC)c2)ccc1O	0.0	-10	-28	12	-3	-4	4	20	14
COc1ccc(-c2noc(CCCC(=O)NC3CCCCC3)n2)cc1OC	-0.9	0	10	2	-3	1	7	-8	10
Cc1ccc(NC(=O)CS(=O)CC(=O)N(C(C)C(=O)NC2CCCCC2)C(C)(C)C)cc1 (stereo not given)	0.4	0	14	-9	-3	-1	23	-1	-9
CC(=O)Nc1ccc(N/C=C/C(=O)C(C)(C)C)cc1	3.3	1	-7	5	3	-3	-8	7	5
CCn1cc(Br)c(-c2nc3ccccc3c(=O)n2N)n1	1.9	1	13	-8	1	-3	-3	-14	20
CC(C)n1nc(C(=O)Nc2nnc(C3CC3)s2)c2ccccc2c1=O	1.2	-2	4	15	4	2	31	6	15
CCN1CCc2nc(NC(=O)Cc3ccc4c(c3)OCCO4)sc2C1	0.9	1	13	3	-3	-1	5	23	15
Cc1nn(Cc2ccccc2)c(C)c1/C=N/NC(=O)c1ccncc1	0.0	-1	2	12	-2	-5	6	-2	7

An excerpt from above, limited to tim23-1 inh.
| SMILES | tim23-1 inh |
| --- | --- |
| CCn1cc(Br)c(-c2nc3ccccc3c(=O)n2N)n1 | -3 |
| CC(=O)Nc1ccc(N/C=C/C(=O)C(C)(C)C)cc1 | -8 |

The listing picks up; the two compounds before the break are reprinted first.
SMILES	CHOP UPR activ	NR3A LBD binder	NLRP3 yeast inh	TIM10 inh	XBP1 UPR activ	APJ agonist	tim23-1 inh	Mdm2-MdmX inh	tim10-1 inh
CCN1CCc2nc(NC(=O)Cc3ccc4c(c3)OCCO4)sc2C1	0.9	1	13	3	-3	-1	5	23	15
Cc1nn(Cc2ccccc2)c(C)c1/C=N/NC(=O)c1ccncc1	0.0	-1	2	12	-2	-5	6	-2	7
COc1ccc(C(=O)N/N=C/c2ccccc2C(=O)O)cc1OC	-1.2	0	9	9	-2	0	12	-6	8
O=C(CN(Cc1ccco1)C(=O)c1cc(=O)[nH]c2ccccc12)Nc1ccccc1C(F)(F)F	-2.2	0	7	-2	-1	-2	5	-8	5
O=c1c2ccccc2sc2ccc(NCCCN3CCOCC3)cc12	4.4	-10	28	20	0	23	22	-115	26
CCn1ncc(CN2CCCC(CNC(=O)c3ccc(F)cc3)C2)c1C (stereo not given)	0.9	0	-6	6	-3	1	1	-24	-3
CCS(=O)(=O)N1CCC(C(=O)NCCCN2CCN(c3ccccc3F)CC2)CC1	-1.9	0	4	1	-5	-2	13	15	-5
COc1ccc(-c2sc3cc4c(cc3c2C#CC2(O)CCCCC2)OCO4)cc1	5.1	2	6	26	0	-4	33	6	31
COc1ccccc1C(c1nnnn1C(C)(C)C)N1CCCc2ccccc21 (stereo not given)	0.1	1	-43	35	-5	-2	23	18	23
CC(C)(C)NC(=O)C(c1ccc(O)cc1)N(C(=O)Cn1nnc(-c2ccc(F)cc2)n1)c1ccccc1F (stereo not given)	-0.6	-29	4	11	-1	-2	11	-15	-55
CS(=O)(=O)c1ccc(NC(=O)C2CCCN(C(=O)c3ccc(Cl)cc3)C2)cc1 (stereo not given)	0.3	0	0	9	-2	-3	-1	11	0
O=C(Cn1cc(C(F)(F)F)cc(Cl)c1=O)NCc1ccccc1	4.4	1	-1	-4	2	2	-7	-19	-15
COc1cc(S(=O)(=O)N2CCCCC2)c(OC)cc1Br	2.3	0	17	12	2	-2	20	-1	0
CSc1ccc(S(=O)(=O)N2CCC(C(=O)NC3CC3)CC2)cc1	1.5	1	9	6	2	0	1	6	-10

Sorted by count of non-hydrogen atoms (falling): four of the compounds above.
SMILES	CHOP UPR activ	NR3A LBD binder	NLRP3 yeast inh	TIM10 inh	XBP1 UPR activ	APJ agonist	tim23-1 inh	Mdm2-MdmX inh	tim10-1 inh
CC(C)(C)NC(=O)C(c1ccc(O)cc1)N(C(=O)Cn1nnc(-c2ccc(F)cc2)n1)c1ccccc1F (stereo not given)	-0.6	-29	4	11	-1	-2	11	-15	-55
O=c1c2ccccc2sc2ccc(NCCCN3CCOCC3)cc12	4.4	-10	28	20	0	23	22	-115	26
COc1ccc(C(=O)N/N=C/c2ccccc2C(=O)O)cc1OC	-1.2	0	9	9	-2	0	12	-6	8
CSc1ccc(S(=O)(=O)N2CCC(C(=O)NC3CC3)CC2)cc1	1.5	1	9	6	2	0	1	6	-10

New compounds follow.
SMILES	CHOP UPR activ	NR3A LBD binder	NLRP3 yeast inh	TIM10 inh	XBP1 UPR activ	APJ agonist	tim23-1 inh	Mdm2-MdmX inh	tim10-1 inh
CC(=O)Nc1ccccc1OC(C)C(=O)N1CC(C)CC(C)C1 (stereo not given)	-0.3	2	4	-3	-1	0	-14	-1	4
COCCn1nnnc1C(c1ccccc1)N1CCN(C)CC1 (stereo not given)	-2.0	2	6	-5	-5	-5	0	15	11
COC(=O)Cn1c(O)c(N=NC(=O)CNC(=O)COc2cccc(C)c2)c2ccccc21	2.5	-3	5	5	-3	-4	13	-2	22
COc1ccc(NC(=O)NC2CCCc3ccccc32)cc1 (stereo not given)	-0.2	-2	18	-17	0	12	8	29	-7
COc1ccc(C(OC(=O)c2ccco2)C(=O)NCc2ccc(C)cc2)cc1 (stereo not given)	0.5	1	9	-5	-2	-6	-16	3	9
C[C@@H]1C=C[C@](Cc2ccccc2)(C(=O)NCCc2c[nH]c3ccccc23)N1C(=O)c1ccccc1	0.6	-14	11	8	-2	4	11	-14	23
Cc1noc(C)c1C(=O)N1CCC2(CC1)Oc1ccc(F)cc1C(=O)C21CC(c2ccc(Cl)cc2)=NO1 (stereo not given)	-0.9	0	23	-13	-1	-11	-10	40	25
CCOC(=O)N1CCN(CCC(=O)Nc2ccc(Br)c(C)c2)CC1	0.5	-1	-2	-11	-3	0	8	-13	8
CSc1nc2n(n1)C(c1cc(Br)ccc1F)C(C(=O)N(C)C)=C(C)N2 (stereo not given)	0.2	-1	17	1	2	1	10	14	9
CCOC(=O)NC(Nc1nnc(SCC)s1)(C(F)(F)F)C(F)(F)F	1.3	0	22	-10	-4	-2	6	-8	-28
Cc1c(NC(=O)c2ccc(COc3ccc4ccccc4c3)o2)c(=O)n(-c2ccccc2)n1C	1.3	-2	22	-1	-2	-1	20	-1	21
Cc1cc(C(=O)OC(C)C(=O)Nc2cccc(S(=O)(=O)N3CCOCC3)c2)c(C)o1 (stereo not given)	3.5	1	4	-1	-1	3	3	2	19

Reprinted from the part before: 2 compounds, followed by the next part.
SMILES	CHOP UPR activ	NR3A LBD binder	NLRP3 yeast inh	TIM10 inh	XBP1 UPR activ	APJ agonist	tim23-1 inh	Mdm2-MdmX inh	tim10-1 inh
Cc1c(NC(=O)c2ccc(COc3ccc4ccccc4c3)o2)c(=O)n(-c2ccccc2)n1C	1.3	-2	22	-1	-2	-1	20	-1	21
Cc1cc(C(=O)OC(C)C(=O)Nc2cccc(S(=O)(=O)N3CCOCC3)c2)c(C)o1 (stereo not given)	3.5	1	4	-1	-1	3	3	2	19
Nc1ccc(C(=O)OCCc2ccccc2)cc1	-0.7	-1	19	-6	-2	5	18	-170	6
CCN(CC)S(=O)(=O)c1ccc(/C=C/C(=O)OCC(=O)NCc2cccs2)cc1	1.1	3	9	1	1	-3	20	8	14
O=[N+]([O-])c1ccc(Oc2ccc(-c3nnco3)cc2)c(Cl)c1	1.0	3	19	11	-1	3	3	31	-4
Cc1ccc(OCc2nnc(SCC(=O)Nc3nccs3)n2-c2ccccc2)cc1C	9.0	-4	18	-16	35*	2	1	55*	-11
Cc1oc2ccc(OCc3ccc(Br)cc3)cc2c1C(=O)O	-3.5	-9	-15	-7	-2	0	24	11	27
CCCCN(Cc1ccco1)C(=O)c1cc2c(=O)[nH]c3ccc(C)cc3c2s1	-1.9	-11	10	13	4	-3	18	84*	8
CCOC(=O)Nc1nnc(Cc2ccc(Cl)c(Cl)c2)s1	0.1	-1	20	23	-3	-2	20	-17	18
CCOC(=O)N/N=C1\CC(C)S(=O)(=O)c2ccc(Cl)cc21 (stereo not given)	0.3	-1	18	15	5	-6	8	4	6
CC(=O)C1=C(C)N(Cc2ccccc2)C(=O)N[C@@H]1c1cccc(C(F)(F)F)c1	-0.8	-3	16	24	-3	0	38	12	41*
